# Sm TGR block = S. mansoni TGR enzyme inhibition; Potency, µM (doses to about 114 µM), for inactives: at the highest dose activity change, negative = inhibition, usual class: inhibitors; purified TGR, DTNB reduction, TNB absorbance 405 nm; AID 485364; hit rate 3% among 360,000; also: nearly all actives have a fitted effect of over 60% in size
#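 First, TGR (20 nM dispensed) and NADPH were mixed with compound. Second, a 15 min room-temperature incubation followed. Third, further NADPH and then DTNB were added to start the reaction. Finally, TNB absorbance was monitored kinetically.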
# Tb PYK inh = blocks Trypanosoma brucei pyruvate kinase; TbPYK enzyme, Kinase-Glo Plus ATP luminescence, 45 min; Potency, µM (titrated, usually from 76.8 µM), inactives show at the highest dose activity, negative = inhibition, actives largely listed as inhibitors; hit rate 0.12% among 410,000; also: nearly all actives have a fitted effect of over 50% in size
#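 Assay buffer: 50 mM TEA pH 7.2, 100 mM KCl, 10 mM MgCl2, 0.05% BSA, 0.01% Tween-20. Pyruvate kinase from T. brucei plus substrate met compound, then ADP (130 uM final). Luminescence was read post 45 min RT.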
# Pf growth 48h = inhibits P. falciparum growth in the first generation, 48 h; P. falciparum luciferase growth in erythrocytes, 48 h; Potency, µM (doses to about 28.7 µM), for the others: top-dose activity change, negative = inhibition, hits mostly inhibitors; hit rate 5.9% among 310,000; AID 504832
#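 Luciferase-expressing parasites in RBCs, 2% Hct / 0.1% parasitemia final; RPMI 1640 + 0.5% Albumax; 37 C, 5% CO2, one generation; luminescence read-out, lower signal = inhibition.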
# HCV inhibitor = blocks hepatitis C virus; Huh7.5.1 HCVcc-Cre infection, luciferase reporter, 44 h; Potency, µM (doses to about 41.8 µM), for the others: at the top dose activity change, negative = inhibition, actives largely listed as inhibitors; hit rate 3.4% among 340,000; AID 651820
#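 Antiviral activity was scored by luciferase reporter output from cells infected with HCVcc-Cre (~0.5 moi) in presence of compound, 44 h infection period, cells seeded 1,000/well 4 h prior.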
# LmPK inh = LmPK (Leishmania mexicana) enzyme inhibition | purified LmPK, Kinase-Glo ATP luminescence, 1 h | AID 1721 | Potency, µM (series often up to 57.5 µM), without a hit: top-dose activity change, negative = inhibition, usual class: inhibitors | hit rate 0.37% among 290,000
# Target sequence (Q27686 whole entry, looked up): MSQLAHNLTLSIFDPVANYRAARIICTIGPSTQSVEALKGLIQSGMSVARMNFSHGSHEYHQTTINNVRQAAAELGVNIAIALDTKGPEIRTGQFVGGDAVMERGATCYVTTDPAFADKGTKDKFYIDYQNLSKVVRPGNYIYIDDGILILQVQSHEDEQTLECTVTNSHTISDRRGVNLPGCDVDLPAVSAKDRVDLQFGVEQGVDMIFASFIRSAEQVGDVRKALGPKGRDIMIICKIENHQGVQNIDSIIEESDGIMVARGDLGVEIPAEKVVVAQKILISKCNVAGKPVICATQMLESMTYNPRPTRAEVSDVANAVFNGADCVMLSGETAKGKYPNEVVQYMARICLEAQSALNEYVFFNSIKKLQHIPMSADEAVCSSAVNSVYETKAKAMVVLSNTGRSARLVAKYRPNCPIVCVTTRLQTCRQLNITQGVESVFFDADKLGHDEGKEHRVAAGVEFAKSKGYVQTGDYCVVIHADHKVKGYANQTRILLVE
#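 Pyruvate kinase activity monitored as ATP production (luciferase luminescence). Conditions: 0.1 nM enzyme, 0.5 mM PEP, 0.1 mM ADP, 1 h, RT; normalized against uninhibited and no-enzyme wells.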
# Pf growth 96h = P. falciparum growth inhibition at 96 hours. P. falciparum luciferase reporter growth, 96 h. Potency, µM (highest dose often 28.7 µM), without a hit: at the highest dose activity change, negative = inhibition, actives largely listed as inhibitors. hit rate 6.9% among 320,000
#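 Two parasite generations (96 h, 37 C, 5% CO2) of compound exposure in infected erythrocytes (0.05% parasitemia, 2% hematocrit). Luciferase-reporter P. falciparum; decreased luminescence indicates inhibited growth, aimed at apicoplast-acting delayed death.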
# The depositor's hits bear a star; i = inactive; ? = inconclusive; · = not tested or not shown; [ ] = another dose, or the depositor's remark. Calls follow the shape of the dose curve; as a rule, active = well fitted curve in the direction sought with a large enough effect; inconclusive = small, poorly fitted or top-dose-only effect, or another doubt; inactive = no such curve, though single readings can be large; an effect the other way counts as inactive or inconclusive. % is scaled to controls: 0 for no effect and ±100 for the full control effect; potency is read from the fitted curve at half-maximal effect.
SMILES,Sm TGR block,Tb PYK inh,Pf growth 48h,HCV inhibitor,LmPK inh,Pf growth 96h
CN1/C(=C\C(=O)Nc2cccc(Cl)c2)C(C)(C)c2ccccc21,-2%,-7%,?,32µM*,2%,?
CC(=O)Nc1ccc(SCC(=O)OCC(=O)NC(=O)NCc2ccco2)cc1,-2%,2%,-3%,15%,6%,9.3µM*
Cc1ccc(C(=O)OCC(=O)NCc2cccs2)s1,-16%,0%,34%[activator],7%,·,15%
COc1ccc(/C=C2\SC(=S)N(N3C(=O)CCC3=O)C2=O)cc1O,-8%,-19%,3%,3%,8%,?
Cc1c(Cl)cccc1NC(=S)N(C)CCC#N,12%,-2%,22%,23%,4%,26%
Cc1ccc(C(=O)NC(=C(Cl)Cl)S(=O)(=O)c2ccccc2)cc1,0%,-26%,0%,11µM*,5%,35%[activator]
O=C(NNC(=O)c1ccc(Cl)s1)c1csc(N2CCOCC2)n1,-5%,-5%,7%,?,·,21%
CCOC(=O)C(N)CSC1CC(=O)N(c2ccc(OCC)cc2)C1=O (configuration not stated),45µM*,3%,?,-5%,1%,?
Cn1cccc1-c1nc2ccc(NC(=O)c3ccco3)cc2[nH]1,-13%,2%,40%[activator],?,0%,23%
CCOc1ccccc1N(CC(=O)NCC1CCCO1)C(=O)CCC(=O)Nc1cc(C)on1 (configuration not stated),-3%,5%,5%,14%,0%,6%
COc1ccc(N(CC(=O)NC2CCCC2)C(=O)Cn2nnc(-c3ccc(C)o3)n2)c(OC)c1,8%,-3%,?,-7%,2%,2%
CC(C)(C)N1CC(c2nc3ccccc3n2Cc2ccccc2)CC1=O (configuration not stated),-4%,-6%,?,22%,6%,·
CCOc1cccc(NC(=O)Cc2cccs2)c1,0%,3%,36%[activator],6%,3%,22%
Cc1ccc(-c2nc(-c3ccccn3)no2)cc1Cl,4%,-27%,119%[activator],-22%,14µM*,·
CCN(CC)S(=O)(=O)c1cc(NC(=O)c2ccc(Br)s2)ccc1C,12%,-6%,?,10µM*,4%,15µM*
OCCOCCOc1cccc2[nH]ccc12,1%,1%,0%,12%,2%,42%[activator]
COc1cccc(C2C(C(=O)c3cccs3)=C(O)C(=O)N2c2cc(C)on2)c1 (configuration not stated),-30%,5%,?,3%,8%,-9%
COc1cccc(-n2nc(-c3ccnn3-c3ccc(F)cc3)c(=O)n(C)c2=O)c1,-7%,7%,·,16%,0%,12µM*
Cc1c(O)c(=O)ccn1Cc1ccccc1,0%,5%,-21%,?,4%,?
O=C(CCn1c(=O)oc2ccccc21)Nc1ccc2c(c1)OCCO2,11%,-4%,34%[activator],12%,4%,-8%
O=c1cc(CN2CCC3(CC2)OCCO3)c2c(ccc3ccccc32)o1,-16%,0%,?,?,8%,·
CCc1ccc(NC(=O)CN2CC(c3ccccc3)CC2=O)cc1 (configuration not stated),-2%,-1%,17%,-6%,4%,5%
O=C(CNC(=O)c1cccs1)NCC(=O)OCc1c(Cl)cccc1Cl,0%,-11%,27%,7%,-2%,56%[activator]
Cc1cc(NC(=O)c2ccc(F)cc2)ccc1NC(=O)c1ccco1,-12%,-14%,-2%,?,-6%,1%
CC12CCC(C(=O)Nc3ccccc3-n3cccc3)(CC1=O)C2(C)C (configuration not stated),-3%,-1%,-17%,-3%,1%,81%[activator]
COc1ccc(-n2c(=S)[nH]c3sc4c(c3c2=O)CCc2ccccc2-4)cc1,-11%,·,-1%,8%,-3%,-104%
CC(C)(C)c1nc(-c2ccccc2)nc2c1OCCC2,6%,3%,3%,-17%,·,97%[activator]
COc1ccc(C(C(=O)Nc2ccc(C(C)C)cc2)N(C)C(=O)c2ccc(=O)[nH]c2)cc1 (configuration not stated),6%,-1%,?,13%,3%,76%[activator]
O=C(CN1CCN(S(=O)(=O)c2ccc(Br)cc2)CC1)N/N=C/c1ccc(Br)s1,-14%,-10%,-23%,?,11%,?
O=C1c2ccccc2NC(c2ccccc2O)N1NS(=O)(=O)c1ccccc1 (configuration not stated),-1%,-2%,6%,-2%,7%,1%
c1ccc(Cc2nnc3sc(-c4ccncc4)nn23)cc1,-3%,-6%,4%,-17%,-4%,8%
COc1ccc(CCNC(=O)CCC(=O)c2cccs2)cc1OC,-4%,2%,10%,5%,·,16%
CN(C)c1ccc(-c2ccc3c(=O)c4ccccc4n(C)c3c2)cn1,?,0%,85%[activator],?,-8%,129%[activator]
C=CCN(c1cccc(C(F)(F)F)c1)S(=O)(=O)c1cccc(C(=O)OCC(=O)NCCC)c1,-3%,-2%,?,-4%,0%,13µM*
C=CCOc1ccc(/C=C/C(=O)OCC(=O)NCc2cccs2)cc1,0%,0%,34%[activator],3%[8.37 µM],·,40%[activator]
O=C(Nc1ccc(F)cc1)NC1CCCCCCC1,-2%,2%,51%[activator],4%,-4%,19%

# Among those listed so far, these contain bromine.
SMILES,Sm TGR block,Tb PYK inh,Pf growth 48h,HCV inhibitor,LmPK inh,Pf growth 96h
CCN(CC)S(=O)(=O)c1cc(NC(=O)c2ccc(Br)s2)ccc1C,12%,-6%,?,10µM*,4%,15µM*
O=C(CN1CCN(S(=O)(=O)c2ccc(Br)cc2)CC1)N/N=C/c1ccc(Br)s1,-14%,-10%,-23%,?,11%,?

# More compounds.
SMILES,Sm TGR block,Tb PYK inh,Pf growth 48h,HCV inhibitor,LmPK inh,Pf growth 96h
COC(=O)C1=C(C)OC(N)=C(C#N)C1C1CCCCC1 (configuration not stated),-28%,-1%,1%,4%,6%,90%[activator]
CCOc1ccc(NC(=O)CN(C)C(=O)c2ccccc2OCc2cccc(C)c2)cc1OCC,6%,0%,?,10µM*,·,?
COCCCn1c(CCC(=O)O)ccc1-c1ccc(F)cc1,45µM*,0%,?,19%,-2%,-2%
COC(=O)c1ccc(OS(=O)(=O)N(C)C)cc1,5%,1%,99%[activator],-13%,-6%,105%[activator]
CC12CCC(c3nnc(SCC(=O)Nc4cccc5ccccc45)nc31)C2(C)C (configuration not stated),-13%,-5%,-7%,-10%,4%,?
O=C(CN1C(=O)c2ccccc2S1(=O)=O)Nc1ccccc1,10%,0%,18%,8%,0%,?
O=C(CNC(=O)C1CCCCC1)Nc1cc(Cl)cc(Cl)c1,-1%,-4%,12%,7%,-2%,2%
CC(C)(Cc1ccc(O)cc1)NC(=O)CC(=O)N/N=C/c1ccc([N+](=O)[O-])cc1,·,0%,?,-13%,0%,-22%
CC(=O)c1cc(C#N)c(SCC(=O)OC(C)C)nc1C,-5%,1%,?,?,1%,?
COc1ccc(-c2cc(C(F)(F)F)n3nc(C)cc3n2)cc1,7%,1%,·,-3%,2%,?
CC1Cc2ccccc2N1C(=O)c1ccc2nccnc2c1 (configuration not stated),0%,-3%,2%,2%,-4%,?
Cc1cc(C)n(-c2nc(N(c3ccccc3)c3ccccc3)nc(-n3nc(C)cc3C)n2)n1,1%,-14%,2.6µM*,10µM*,3%,?

# Compound profiles, as listed above. Values in the order: Sm TGR block	Tb PYK inh	Pf growth 48h	HCV inhibitor	LmPK inh	Pf growth 96h
# Entry for CC1Cc2ccccc2N1C(=O)c1ccc2nccnc2c1 (configuration not stated) = 0%	-3%	2%	2%	-4%	?
# Entry for CC(C)(Cc1ccc(O)cc1)NC(=O)CC(=O)N/N=C/c1ccc([N+](=O)[O-])cc1 = ·	0%	?	-13%	0%	-22%
# Entry for CCOc1ccc(NC(=O)CN(C)C(=O)c2ccccc2OCc2cccc(C)c2)cc1OCC = 6%	0%	?	10µM*	·	?

# Back to the main list; the 4 compounds before the break are reprinted first.
SMILES,Sm TGR block,Tb PYK inh,Pf growth 48h,HCV inhibitor,LmPK inh,Pf growth 96h
CC(=O)c1cc(C#N)c(SCC(=O)OC(C)C)nc1C,-5%,1%,?,?,1%,?
COc1ccc(-c2cc(C(F)(F)F)n3nc(C)cc3n2)cc1,7%,1%,·,-3%,2%,?
CC1Cc2ccccc2N1C(=O)c1ccc2nccnc2c1 (configuration not stated),0%,-3%,2%,2%,-4%,?
Cc1cc(C)n(-c2nc(N(c3ccccc3)c3ccccc3)nc(-n3nc(C)cc3C)n2)n1,1%,-14%,2.6µM*,10µM*,3%,?
O=C1NC(=O)N(c2ccccc2)C(=O)/C1=C\c1ccc([N+](=O)[O-])o1,8.9µM*,·,5%,·,-17%,?
COc1cc(OC)cc(-c2nnc(SCC(=O)N3CCCCC3)o2)c1,3%,0%,-17%,-11%,-2%,8%
OCCCNC(=S)Nc1ccc(Nc2ccccc2)cc1,-21%,-2%,11%,0%,2%,17%
COc1ccc(Cc2nc3ccc(C(=O)NC(C)c4cn(C)nc4C)cc3o2)cc1 (configuration not stated),-11%,7%,-10%,?,-12%,-26%
Cc1ccc(N(CC(N)=O)C2SC(=O)NC2=O)cc1 (configuration not stated),14%,0%,-2%,7%,2%,0%
CN1CCC(N(C)C(=O)c2ccc(Cl)c(S(=O)(=O)Nc3cc(Cl)ccc3Cl)c2)CC1,-1%,0%,?,11%,·,-33%
CC(NCc1cccs1)C(=O)NC1CCCCC1 (configuration not stated),0%,-6%,5%,3%,-10%,3%
COC(=O)C1=C(c2ccc(Cl)c(C(F)(F)F)c2)C[C@@H]2CC[C@H]1N2C(=O)NC1CCCCC1,?,-1%,?,?,·,?
Nc1nn(-c2cccc(F)n2)cc1-c1ccccc1,0%,-3%,i,-13%,-4%,i
O=C(CN1CCN(Cc2ccccc2)CC1)NC(=O)NCc1ccco1,-1%,-2%,27%,2%,-2%,22%
COC(=O)C1=C(c2cc3ccccc3o2)C[C@@H]2CC[C@H]1N2C,-2%,-4%,5%,-8%,·,0%
COc1ccc(S(=O)(=O)N2CCCCCC2)cc1C(=O)N1CCCCC1,-1%,8%,?,-20%,-13%,-24%

# Structural class, the compounds so far with a tert-butyl group (2)
SMILES,Sm TGR block,Tb PYK inh,Pf growth 48h,HCV inhibitor,LmPK inh,Pf growth 96h
CC(C)(C)N1CC(c2nc3ccccc3n2Cc2ccccc2)CC1=O (configuration not stated),-4%,-6%,?,22%,6%,·
CC(C)(C)c1nc(-c2ccccc2)nc2c1OCCC2,6%,3%,3%,-17%,·,97%[activator]

# Source: PubChem BioAssay

# Compounds were not picked by outcome. Share with any hit: about 16%.
